Screening results: PubChem BioAssay, several laboratories
PrPC surface inh: reduces human prion protein on the cell surface; P04156; cell surface PrPC, TR-FRET read-out; inhibition, % at 13.8 µM; actives 0.43% (n = 370,000); AID 720596; in the data active = inhibition above about 24%; note: 0% = median of the test wells and 100% = reference compound wells
BoNT A protease: inhibitors of Botulinum neurotoxin A light chain protease; AID 588499; multiplex microsphere protease substrate cleavage, flow cytometry; actives 0.17% (n = 360,000); inhibition, % at 10 µM; note: plate controls were buffer without enzyme for full effect and enzyme alone for no effect
CCHF vOTU inh: CCHFV vOTU protease inhibition | inhibition, % at 11.5 µM | Pep-AMC fluorescence | actives 0.55% (n = 370,000); in the data active = inhibition above about 30%; note: 0% = vehicle wells with enzyme and 100% = no enzyme wells
BoNT F protease: BoNT F light chain protease inhibition; Multiplex microsphere protease cleavage assay, flow cytometry; inhibition, % at 10 µM; actives 0.22% (n = 360,000); AID 588497; in the data active = inhibition above about 35%, passing the limit was not always enough; inconclusive = no clear call, values can overlap the other calls; note: plate controls were buffer without enzyme for full effect and enzyme alone for no effect
Anthrax LF prot: anthrax lethal factor protease inhibition; P15917; multiplex microsphere protease cleavage assay, LF; inhibition, % at 10 µM; actives 0.12% (n = 360,000); AID 588501; note: plate controls were buffer without enzyme for full effect and enzyme alone for no effect
FadD28 binding: inhibitors of Mycobacterium tuberculosis FadD28 bisubstrate binding; actives 0.22% (n = 360,000); inhibition, % at 12.5 µM; FadD28 bisubstrate probe binding, fluorescence polarization; AID 588549; in the data active = inhibition above about 8.5%, passing the limit was not always enough; inconclusive = no clear call, values can overlap the other calls
Y pestis TopoI: inhibitors of Yersinia pestis topoisomerase I. Y. pestis Topo-I cleavage product accumulation, plate reader. activity, % at 10 µM. actives 0.064% (n = 360,000); in the data active = activity above about 50%, passing the limit was not always enough; inconclusive = no clear call, values can overlap the other calls; note: inactives centre near 2
PfHsp40 yeast: rescue of PfHsp40-mediated yeast toxicity | S. cerevisiae expressing PfHsp40, growth rescue, ATP luminescence | growth rescue, % at 12.5 µM | actives 0.68% (n = 340,000) | AID 504582; in the data active = growth rescue above about 28%, passing the limit was not always enough; inconclusive = no clear call, values can overlap the other calls;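 note: yeast W303a lacking pdr1 and pdr3 grown in galactose medium; growth measured after three days at 30 °C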
TcdB GH inh: blocks C. difficile toxin B glycohydrolase activity; inhibition, % at 9.99 µM; actives 0.24% (n = 350,000); P18177; TcdB glycohydrolase enzymatic assay, plate reader; in the data active = inhibition above about 10%
Target sequence (P18177 whole entry, looked up): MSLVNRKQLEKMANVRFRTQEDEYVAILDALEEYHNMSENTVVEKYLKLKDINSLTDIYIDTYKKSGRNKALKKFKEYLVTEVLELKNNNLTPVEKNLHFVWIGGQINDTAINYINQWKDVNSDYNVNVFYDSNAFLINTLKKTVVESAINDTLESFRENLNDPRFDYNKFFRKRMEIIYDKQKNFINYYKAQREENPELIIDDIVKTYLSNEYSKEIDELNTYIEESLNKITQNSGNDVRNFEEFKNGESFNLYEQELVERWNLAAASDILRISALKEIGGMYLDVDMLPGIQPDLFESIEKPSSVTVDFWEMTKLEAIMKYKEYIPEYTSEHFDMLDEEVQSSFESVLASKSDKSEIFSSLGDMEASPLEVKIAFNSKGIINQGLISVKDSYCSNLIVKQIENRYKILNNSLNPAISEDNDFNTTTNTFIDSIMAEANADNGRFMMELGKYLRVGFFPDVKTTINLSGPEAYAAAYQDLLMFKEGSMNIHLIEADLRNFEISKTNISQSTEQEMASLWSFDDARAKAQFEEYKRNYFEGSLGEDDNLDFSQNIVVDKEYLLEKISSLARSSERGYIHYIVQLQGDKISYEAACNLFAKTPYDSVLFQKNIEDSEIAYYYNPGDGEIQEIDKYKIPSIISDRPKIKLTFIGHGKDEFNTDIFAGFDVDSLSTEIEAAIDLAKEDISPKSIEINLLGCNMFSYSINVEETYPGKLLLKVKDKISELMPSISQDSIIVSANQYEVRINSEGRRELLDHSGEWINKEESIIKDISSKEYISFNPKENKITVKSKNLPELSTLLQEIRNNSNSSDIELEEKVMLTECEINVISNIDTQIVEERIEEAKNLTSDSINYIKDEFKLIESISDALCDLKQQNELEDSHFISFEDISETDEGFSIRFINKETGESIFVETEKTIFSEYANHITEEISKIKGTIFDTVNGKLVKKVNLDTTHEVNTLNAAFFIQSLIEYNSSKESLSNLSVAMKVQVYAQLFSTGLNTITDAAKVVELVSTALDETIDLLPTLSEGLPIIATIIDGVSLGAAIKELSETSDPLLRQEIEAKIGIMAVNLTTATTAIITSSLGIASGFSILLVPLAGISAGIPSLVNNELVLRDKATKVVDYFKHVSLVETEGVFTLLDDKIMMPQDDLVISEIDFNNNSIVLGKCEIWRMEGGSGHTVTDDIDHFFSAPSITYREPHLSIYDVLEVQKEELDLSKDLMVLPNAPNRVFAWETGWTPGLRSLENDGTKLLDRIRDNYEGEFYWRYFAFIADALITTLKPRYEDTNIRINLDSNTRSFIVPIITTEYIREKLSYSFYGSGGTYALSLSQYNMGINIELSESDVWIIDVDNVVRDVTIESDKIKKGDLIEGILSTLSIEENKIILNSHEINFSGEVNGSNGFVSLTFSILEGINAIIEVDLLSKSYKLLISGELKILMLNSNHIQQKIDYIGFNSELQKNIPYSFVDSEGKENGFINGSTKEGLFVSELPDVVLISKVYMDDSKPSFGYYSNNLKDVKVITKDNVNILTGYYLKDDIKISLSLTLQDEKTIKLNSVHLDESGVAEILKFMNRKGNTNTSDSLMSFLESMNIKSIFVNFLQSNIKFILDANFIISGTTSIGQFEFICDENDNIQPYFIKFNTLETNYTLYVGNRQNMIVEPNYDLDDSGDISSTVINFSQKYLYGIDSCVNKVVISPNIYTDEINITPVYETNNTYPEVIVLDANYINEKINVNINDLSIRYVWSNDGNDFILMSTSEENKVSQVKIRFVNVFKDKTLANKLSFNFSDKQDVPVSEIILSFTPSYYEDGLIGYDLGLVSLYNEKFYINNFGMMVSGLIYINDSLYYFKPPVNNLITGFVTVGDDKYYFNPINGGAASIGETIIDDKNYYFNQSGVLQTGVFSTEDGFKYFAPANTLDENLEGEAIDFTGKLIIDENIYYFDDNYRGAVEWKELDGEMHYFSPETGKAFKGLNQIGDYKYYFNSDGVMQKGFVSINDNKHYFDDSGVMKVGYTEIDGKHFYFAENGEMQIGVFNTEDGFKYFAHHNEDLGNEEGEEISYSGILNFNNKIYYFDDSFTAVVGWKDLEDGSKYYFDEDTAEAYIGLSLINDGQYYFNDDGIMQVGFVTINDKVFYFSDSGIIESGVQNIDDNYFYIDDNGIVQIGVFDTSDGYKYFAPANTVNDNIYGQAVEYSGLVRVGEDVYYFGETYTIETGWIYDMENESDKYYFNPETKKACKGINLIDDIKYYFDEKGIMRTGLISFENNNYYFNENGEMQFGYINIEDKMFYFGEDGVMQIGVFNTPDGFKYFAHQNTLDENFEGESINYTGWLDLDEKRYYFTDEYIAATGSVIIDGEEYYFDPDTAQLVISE
* marks the source's active call; other numbers are inactive results; ? = inconclusive; nt = no result given. Cut-off read from the data, not from the text of the source, unless noted: active = inhibition above about 30%; inconclusive = no clear call, values can overlap the other calls; inactive = below that.

[1] CC(C)(C)Cc1c(-c2ccc(Br)cc2)nc2ccc(Cl)cn12
[2] O=C(/C=C/c1ccc([N+](=O)[O-])cc1)OCC(=O)N1c2ccccc2Sc2ccccc21
[3] Clc1ccc(-c2nnc(-c3ccccc3)nc2N2CCSCC2)cc1
[4] CN1CCN(C(=O)/C(=C/c2cccs2)NC(=O)c2ccco2)CC1
[5] CC(C)CN(C(=O)CN1CCC(C)CC1)c1c(N)n(CC(C)C)c(=O)[nH]c1=O
compound no.	1	2	3	4	5
PrPC surface inh	0	-8	1	-9	2
BoNT A protease	-0.4	1.8	4.1	-0.4	-0.1
Y pestis TopoI	10	-15	36	4	7
TcdB GH inh	0.6	-0.3	nt	0.1	1.8
BoNT F protease	-7	7	-4	0	9
CCHF vOTU inh	4	-9	-2	-4	7
Anthrax LF prot	-1	-1	5	-2	-5
PfHsp40 yeast	nt	-0.4	-0.6	3.3	1.9
FadD28 binding	-5.9	0.2	-2.9	-5.0	1.6

[6] CCCOc1ccc(Cc2nc(N)nc(N)n2)cc1
[7] COc1cccc(NC(=O)CN(C)C(=O)c2ccc(-n3cncn3)c([N+](=O)[O-])c2)c1
[8] O=C(COC(=O)CCNS(=O)(=O)c1ccccc1)Nc1ccc(OC(F)F)cc1
[9] CCN(CC)c1ccc(/C=N/NC(=O)c2cccc(S(=O)(=O)N3CCOCC3)c2)c(O)c1
[10] Cc1ccccc1CNC(=O)c1ccc(CSCc2ccccc2)cc1
compound no.	6	7	8	9	10
PrPC surface inh	-12	-14	-6	4	2
BoNT A protease	-1.1	-0.1	0.2	1.3	0.4
Y pestis TopoI	-8	2	-2	4	49
TcdB GH inh	nt	1.2	-1.1	0.7	nt
BoNT F protease	-4	-2	3	-4	-6
CCHF vOTU inh	6	-5	6	8	19
Anthrax LF prot	-4	-2	?	-4	0
PfHsp40 yeast	7.7	-0.2	-1.1	231*	5.3
FadD28 binding	-1.8	2.6	1.0	-3.3	-2.2

[11] CCOc1ccc(CC(=O)Nc2c3c(nn2C(C)(C)C)CS(=O)(=O)C3)cc1
[12] O=C(CCc1c[nH]c2ccccc12)NCCc1ccc(Cl)cc1
[13] CC(C)c1cc(C(C)C)c(S(=O)(=O)N2CCNCC2)c(C(C)C)c1
[14] C/C(CC(=O)Nc1ccc(Br)cc1)=N\NC(=O)c1cccc(O)c1
[15] COc1ccc(OCCNC(=O)Nc2cc(F)c(F)cc2Cl)cc1
compound no.	11	12	13	14	15
PrPC surface inh	-3	6	-1	7	0
BoNT A protease	1.2	-0.3	1.4	0.4	0.0
Y pestis TopoI	5	-3	-3	-15	-2
TcdB GH inh	1.6	0.4	1.1	-6.1	0.9
BoNT F protease	3	2	-24	?	-6
CCHF vOTU inh	-3	-15	1	21	-13
Anthrax LF prot	0	-4	-14	7	-2
PfHsp40 yeast	1.0	3.1	-1.9	-1.2	-0.7
FadD28 binding	-3.2	nt	-4.3	-6.2	0.1

[16] O=c1c(/C=N/O)coc2ccc3ccccc3c12
[17] Cc1cc(NC(=O)COC(=O)c2oc3c(ccc4ccccc43)c2C)no1
[18] Cn1c(=S)ccc2ccccc21
[19] COC(=O)C1=C(c2ccccc2)C[C@@H]2CC[C@H]1N2C(=O)N1CCOCC1
[20] Cc1cc2ccccc2n1CCNC(=O)c1cccs1
compound no.	16	17	18	19	20
PrPC surface inh	1	0	9	-1	33*
BoNT A protease	-0.6	0.3	1.5	0.2	79*
Y pestis TopoI	3	-5	-3	-11	-9
TcdB GH inh	nt	-0.8	-0.2	0.7	-2.9
BoNT F protease	?	4	2	-10	-136
CCHF vOTU inh	4	-15	-1	-6	-6
Anthrax LF prot	0	1	-3	-1	-97
PfHsp40 yeast	3.8	0.0	0.9	0.2	-0.1
FadD28 binding	-1.8	-1.5	-0.3	-2.7	0.1

[21] O=C1CCN(Cc2ccccc2)CCN1[C@H](COc1ccccc1)c1ccccc1
[22] CN1C(=O)S/C(=C/c2cccn2-c2cccc(C(=O)O)c2)C1=O
[23] COc1ccc(Cc2nnc(NC(=O)c3cccc(C)c3)s2)cc1
[24] O=C1C(Cc2ccccc2)NC(=S)N1c1ccccc1 (stereo not given)
[25] C[C@H](NC(=O)c1ccc(C(C)(C)C)cc1)C(=O)N1CCN(C/C=C/c2ccccc2)CC1
compound no.	21	22	23	24	25
PrPC surface inh	-2	-20	0	3	6
BoNT A protease	-0.4	0.1	-1.8	0.2	0.0
Y pestis TopoI	39	5	-5	8	25
TcdB GH inh	-1.1	-1.2	1.4	-3.3	0.2
BoNT F protease	-10	0	-10	-6	1
CCHF vOTU inh	6	10	4	-8	24
Anthrax LF prot	-15	-3	-2	-1	5
PfHsp40 yeast	0.5	-1.4	-0.6	0.1	?
FadD28 binding	-1.8	-1.5	-2.8	0.7	-4.0

[26] C/C=C/C1=CC(=O)C[C@H](c2ccc(F)cc2)C1
[27] COc1ccc(NC(=S)NC2CCCCC2)cn1
[28] Cc1cnc(NC(=O)c2sc(Nc3ccccc3)nc2N)o1
[29] COc1ccc(CN2CC(=O)N(c3ccc(Cl)cc3)C2=S)cc1OC
[30] O=S(=O)(Nc1ccc(Cl)cn1)c1cccs1
compound no.	26	27	28	29	30
PrPC surface inh	-7	1	6	9	4
BoNT A protease	-0.2	1.9	nt	2.3	-1.5
Y pestis TopoI	5	3	-2	-1	1
TcdB GH inh	0.8	6.3	2.0	1.5	4.0
BoNT F protease	-1	6	nt	-7	-10
CCHF vOTU inh	11	15	6	2	-13
Anthrax LF prot	6	-1	nt	4	0
PfHsp40 yeast	-1.8	0.6	1.7	0.2	-1.3
FadD28 binding	-0.2	0.0	-0.4	-1.4	-1.3

[31] CCc1c(C(=O)NNC(=S)NCc2ccccc2)csc1C
[32] CCC1Sc2ccc(S(=O)(=O)CCC(=O)NCc3ccc(C)o3)cc2NC1=O (stereo not given)
[33] CN(C)CCNC(=O)C(C(=O)c1ccc(F)cc1)n1ccccc1=O (stereo not given)
[34] CCCNC(=O)CN1C(=O)NC(CCc2ccccc2)C1=O (stereo not given)
[35] CC(C)(C)c1ccc(NC(=O)COc2ccc(-n3ccnc3)cc2)cc1
compound no.	31	32	33	34	35
PrPC surface inh	10	8	3	-3	28*
BoNT A protease	-0.4	-0.6	0.6	-0.9	0.1
Y pestis TopoI	6	9	2	9	30
TcdB GH inh	nt	1.2	nt	0.7	nt
BoNT F protease	0	-5	3	-5	7
CCHF vOTU inh	-2	-3	-8	-14	5
Anthrax LF prot	-1	-4	14	2	0
PfHsp40 yeast	1.2	0.3	-0.1	-0.7	1.0
FadD28 binding	-3.4	0.5	-0.9	-0.4	-4.2

Molecules from the list above that contain two or more sulfur atoms:
[30] O=S(=O)(Nc1ccc(Cl)cn1)c1cccs1
[31] CCc1c(C(=O)NNC(=S)NCc2ccccc2)csc1C
[32] CCC1Sc2ccc(S(=O)(=O)CCC(=O)NCc3ccc(C)o3)cc2NC1=O (stereo not given)
compound no.	30	31	32
PrPC surface inh	4	10	8
BoNT A protease	-1.5	-0.4	-0.6
Y pestis TopoI	1	6	9
TcdB GH inh	4.0	nt	1.2
BoNT F protease	-10	0	-5
CCHF vOTU inh	-13	-2	-3
Anthrax LF prot	0	-1	-4
PfHsp40 yeast	-1.3	1.2	0.3
FadD28 binding	-1.3	-3.4	0.5

(further entries)
[36] C/C=C/c1ccc(OCc2cc(=O)n3cc(C)ccc3n2)c(OC)c1
[37] CSc1ccc(S(=O)(=O)NCC(=O)OCC(=O)NCc2cccs2)cc1[N+](=O)[O-]
[38] CC1(C)C/C(=C(/C#N)C(N)=O)CCO1
[39] O=C(c1ccc([N+](=O)[O-])cc1)N1CCN(Cc2ccccc2[N+](=O)[O-])CC1
[40] COc1ccc(N(CC(=O)Nc2cccc3ccccc23)S(C)(=O)=O)c(OC)c1
compound no.	36	37	38	39	40
PrPC surface inh	-11	-17	-5	-39	-1
BoNT A protease	0.3	3.3	0.3	0.3	-3.8
Y pestis TopoI	11	-5	1	0	1
TcdB GH inh	0.6	2.5	-0.3	nt	1.8
BoNT F protease	1	-3	3	6	-6
CCHF vOTU inh	-7	5	-1	3	0
Anthrax LF prot	-3	-1	-2	-1	-8
PfHsp40 yeast	-0.8	1.6	-1.0	-0.3	1.4
FadD28 binding	-4.0	-1.4	-1.2	-1.3	-1.3

[41] COc1ccc(OCCCON2C(=O)c3ccccc3C2=O)cc1
[42] COc1cccc(C(=O)OCC(=O)c2[nH]c(C)c(C(C)=O)c2C)c1
[43] CCC(=O)c1ccc(OCC(=O)N2CCN(CC(=O)Nc3ccc(C)cc3)CC2)cc1
[44] N#Cc1c(NC(=O)c2cc(C3CC3)on2)sc2c1CCC2
[45] CCSc1nnc(NC(=O)C(C)C)s1
compound no.	41	42	43	44	45
PrPC surface inh	1	-7	-10	-1	-5
BoNT A protease	0.0	3.7	0.1	-0.4	-0.8
Y pestis TopoI	8	10	21	-6	2
TcdB GH inh	nt	0.7	0.7	-0.9	1.2
BoNT F protease	-3	0	-5	0	1
CCHF vOTU inh	-3	-2	-8	7	-4
Anthrax LF prot	-2	-3	-1	-4	0
PfHsp40 yeast	-0.9	0.2	-0.3	2.0	0.2
FadD28 binding	-1.8	-0.7	-1.1	-1.6	0.5

[46] CC(C)CN(CC(C)C)CC(O)COc1ccc([N+](=O)[O-])cc1 (stereo not given)
[47] Cc1ccc(CNC(=O)Cn2cnc(S(=O)(=O)N3CCC(C)CC3)c2)o1
[48] COc1cccc(CNC(=O)c2nnn(-c3ccc(OC(F)(F)F)cc3)c2N)c1
[49] CCN1CCN(c2ccc(S(=O)(=O)N3CCCCC3)cc2NC(=O)Cc2ccccc2F)CC1
[50] C=C1C(C(=O)Nc2ccc(OCC)cc2)C1C(=O)Nc1ccc(OCC)cc1 (stereo not given)
compound no.	46	47	48	49	50
PrPC surface inh	-2	8	4	-11	6
BoNT A protease	-1.5	-0.5	-0.7	1.2	0.3
Y pestis TopoI	8	7	-8	15	0
TcdB GH inh	1.2	1.5	-2.1	1.0	1.7
BoNT F protease	-20	3	2	-5	-4
CCHF vOTU inh	15	4	1	1	-2
Anthrax LF prot	-4	-1	-12	2	1
PfHsp40 yeast	-0.3	-1.4	-1.3	0.2	-1.2
FadD28 binding	-3.2	1.4	-0.4	-1.1	-1.0

[51] C=CCn1c(COc2ccccc2F)nnc1SCCN1C(=O)c2ccccc2C1=O
[52] Nc1ccc(CCN2CCCC2)cc1
[53] O=S(=O)(c1ccccc1)N1CCN(C2CCN(Cc3ccccc3)CC2)CC1
[54] CC(C)CC(NC(=O)C1CCC(C)CC1)C(=O)Nc1ccccc1F (stereo not given)
[55] CCc1cccc(NC(=O)CCNC(=O)Cn2ccc3ccccc3c2=O)c1
[56] COc1ccc(CNC(=O)CN(c2cc(C)cc(C)c2)S(=O)(=O)c2c(C)[nH]c(=O)[nH]c2=O)cc1
[57] Cc1ccc(C(=O)N(Cc2cccnc2)Cc2cc3cc(C)ccc3n3nnnc23)cc1
compound no.	51	52	53	54	55	56	57
PrPC surface inh	6	-2	-2	-8	2	-3	5
BoNT A protease	-0.2	-0.1	-0.2	-1.2	-6.9	-0.3	-0.8
Y pestis TopoI	20	0	10	3	13	1	8
TcdB GH inh	nt	2.6	nt	1.1	0.9	1.9	-0.6
BoNT F protease	-1	-52	-2	2	-11	-5	-7
CCHF vOTU inh	9	-7	6	5	-1	12	-12
Anthrax LF prot	3	-2	1	4	-13	-2	-6
PfHsp40 yeast	-1.3	-1.1	-0.7	-0.3	-0.7	-0.2	7.1
FadD28 binding	-4.9	-3.1	-1.0	-0.7	-0.9	-0.7	nt
